Eya2 inh – qHTS Assay for Inhibitors of the Phosphatase Activity of Eya2; Protein phosphatase EYA2 (Homo sapiens), O00167; recombinant Eya2, OMFP fluorescence dephosphorylation (OMFP is methylfluorescein phosphate); Potency, µM (series often up to 76.9 µM), for the others: at the top dose activity, negative = inhibition, hits mostly inhibitors; 330,000 compounds, 0.006% hits; AID 488837, 2010; also: potency is read from the fitted curve at half-maximal effect; % is scaled to controls: 0 for no effect and ±100 for the full control effect
Target sequence (O00167 whole entry, looked up): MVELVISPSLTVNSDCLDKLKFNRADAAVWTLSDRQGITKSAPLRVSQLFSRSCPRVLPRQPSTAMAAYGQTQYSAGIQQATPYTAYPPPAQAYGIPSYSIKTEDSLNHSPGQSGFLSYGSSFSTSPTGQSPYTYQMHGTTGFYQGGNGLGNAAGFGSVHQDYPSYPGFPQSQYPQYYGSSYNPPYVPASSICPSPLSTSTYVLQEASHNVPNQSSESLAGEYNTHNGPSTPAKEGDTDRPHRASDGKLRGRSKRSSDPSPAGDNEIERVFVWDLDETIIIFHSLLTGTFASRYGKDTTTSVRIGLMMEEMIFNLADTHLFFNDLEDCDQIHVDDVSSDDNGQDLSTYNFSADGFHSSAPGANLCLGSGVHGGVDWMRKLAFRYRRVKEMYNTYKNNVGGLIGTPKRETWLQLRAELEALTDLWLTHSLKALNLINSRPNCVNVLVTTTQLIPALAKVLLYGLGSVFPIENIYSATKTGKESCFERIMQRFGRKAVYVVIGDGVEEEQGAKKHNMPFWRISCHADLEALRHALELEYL
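Eya2 (0.2 uM) preincubated 10 min at ambient with compound, then OMFP substrate added at 50 uM; 10 min reaction in 50 mM HEPES pH 7.5, 50 mM NaCl, 5 uM MgCl2, 0.05% BSA, 1 mM DTT. Fluorescence read at Ex 485/Em 525 nm.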
TRPV1 ag – HTS Assay for Compounds that Act as Agonists of the Vanilloid Receptor 1; TRPV1-expressing cells, Fluo-8 calcium influx, agonist mode; activation, % at 8.33 µM; 320,000 compounds, 0.19% hits; AID 540275, 2011; in the data active = activation above about 80%; inconclusive = between about 30% and that limit; also: 0% is about no effect
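Cells expressing TRPV1 were dye-loaded with Fluo-8 and read kinetically: 10 s baseline, 3 min after compound (agonist portion), then 2 min after EC20 capsaicin (allosteric enhancer portion). Calcium-bound dye fluorescence at 480/520 nm.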
B2AR arrestin – qHTS assay of beta-arrestin-biased ligands of beta2-adrenergic receptor | Beta-2 adrenergic receptor (Homo sapiens), P07550 | beta-arrestin recruitment to beta2AR, cell-based reporter | Potency, µM (titrated, usually from 46.1 µM), inactives show at the highest dose activation, usual class: activators | 330,000 compounds, 0.02% hits | AID 492947, 2010;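 also: potency is read from the fitted curve at half-maximal effect; 0% = DMSO controls and full agonism = EC100 isoproterenol or metaproterenol; nearly all actives have a fitted effect of over 65% in size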
uPA generation – qHTS for Inhibitors of Cell Surface uPA Generation; cell surface uPA generation assay, qHTS; Potency, µM (highest dose often 38.3 µM), inactives show at the top dose activity change, negative = inhibition, most hits filed as inhibitors; 330,000 compounds, 0.31% hits; AID 540303, 2011; active = well fitted inhibition curve with a large enough effect; inconclusive = small, poorly fitted or top-dose-only effect; inactive = no such curve, though single readings can be large or run the other way; tested in mouse RAW 264.7 cells; also: potency is read from the fitted curve at half-maximal effect; % is scaled to controls: 0 for no effect and ±100 for the full control effect; nearly all actives have a fitted effect of over 55% in size
Integrin act MD – qHTS for Activators of Integrin-Mediated Alleviation for Muscular Dystrophy; alpha7betagal myoblasts, beta-gal FDG fluorescence, 48 h; Potency, µM (titrated, usually from 38.3 µM), for inactives: at the top dose activation, most hits filed as activators; 350,000 compounds, 0.064% hits;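 also: potency is read from the fitted curve at half-maximal effect; 100% = response of the positive control SU9516; nearly all actives have a fitted effect of over 60% in size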
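alpha7betagal+/- myoblasts (passage 13, 250/well) treated 48 h at 37C with compounds at 1:260 dilution of DMSO stock. Lysed, then beta-galactosidase activity read as FDG fluorescence (ex 480/em 540) after 30 min, with pre-read for autofluorescence.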
BRCA1 expr act – qHTS Assay to Identify Small Molecule Activators of BRCA1 Expression; 380,000 compounds, 1.1% hits; Potency, µM (doses to about 46.1 µM), without a hit: at the highest dose activation, most hits filed as activators; MCF7-BRCA1-FFLuc reporter, luminescence, 48 h; response scale: scaled: vehicle 0%, 10 µM genistein 100%; also: potency is read from the fitted curve at half-maximal effect; nearly all actives have a fitted effect of over 80% in size; some results filed as inactive show a strong effect at the top dose
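Reporter cells (MCF7, BRCA1 promoter-firefly luciferase) received library compounds across a concentration series for 48 h. End-point luminescence was measured and concentration-effect curves derived after normalization.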
USP2a inh – qHTS Assay for Inhibitors of Ubiquitin-specific Protease USP2a Using CHOP2 as the Reporter; USP2 core, Ub-CHOP2 coupled fluorogenic reporter, 485/531; Potency, µM (titrated, usually from 38.3 µM), for inactives: at the top dose activity change, negative = inhibition, hits mostly inhibitors; 330,000 compounds, 0.01% hits; AID 463254, 2010;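 also: potency is read from the fitted curve at half-maximal effect; plate controls were DMSO wells for no effect and full inhibition by NEM control for full effect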
Target sequence (O75604 whole entry, looked up): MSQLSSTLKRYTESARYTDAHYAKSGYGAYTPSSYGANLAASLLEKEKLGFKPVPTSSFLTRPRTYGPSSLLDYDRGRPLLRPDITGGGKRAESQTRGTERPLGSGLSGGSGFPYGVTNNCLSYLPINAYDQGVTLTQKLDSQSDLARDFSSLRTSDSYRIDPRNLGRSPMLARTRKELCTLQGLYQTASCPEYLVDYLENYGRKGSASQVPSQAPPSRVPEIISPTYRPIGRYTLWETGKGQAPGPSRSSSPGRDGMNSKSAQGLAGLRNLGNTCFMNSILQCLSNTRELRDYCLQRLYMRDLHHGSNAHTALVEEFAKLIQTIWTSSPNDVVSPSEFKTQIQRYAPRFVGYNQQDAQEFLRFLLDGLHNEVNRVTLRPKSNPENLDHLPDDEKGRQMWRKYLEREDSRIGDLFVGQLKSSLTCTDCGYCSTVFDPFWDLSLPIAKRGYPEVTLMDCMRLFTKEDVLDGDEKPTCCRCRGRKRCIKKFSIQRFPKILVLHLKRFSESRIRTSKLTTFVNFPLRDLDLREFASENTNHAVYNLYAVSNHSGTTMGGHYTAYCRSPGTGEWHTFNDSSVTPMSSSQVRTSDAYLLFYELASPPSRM
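USP2 core (10nM final) preincubated 30min RT with compound in 20mM Tris-HCl pH 8.0, 2mM CaCl2, 2mM beta-mercaptoethanol, 0.05% CHAPS; 25nM Ub-CHOP2 plus 25nM reporter substrate added, fluorescence (Ex485/Em531) read after 60min.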
ELG1 genotoxic – qHTS screen for small molecules that induce genotoxicity in human embryonic kidney (HEK293T) cells expressing luciferase-tagged ELG1; 330,000 compounds, 1.3% hits; HEK293T ELG1-luciferase reporter, luminescence, 16 h; Potency, µM (doses to about 46 µM), for the others: top-dose activity change, positive = activation, most hits filed as activators; also: potency is read from the fitted curve at half-maximal effect; % of control where 0% means no effect; nearly all actives have a fitted effect of over 60% in size
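Reporter readout depends on ELG1 protein level, which increases with genetic stress. After 16 hr compound exposure at 37 °C, luciferase activity was quantified using ONE-Glo.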
S-ASM inh – Inhibitors of Secretory Acid Sphingomyelinase (S-ASM): qHTS. Sphingomyelin phosphodiesterase (Homo sapiens), P17405. placental ASM, HMU-PC fluorogenic substrate, 60 min. Potency, µM (top dose mostly 57.5 µM), inactives show at the top dose activity change, negative = inhibition, most hits filed as inhibitors. 340,000 compounds, 0.006% hits. AID 504937, 2011; also: potency is read from the fitted curve at half-maximal effect
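Human placenta-derived ASM enzyme was preincubated with compound for 10 minutes at room temperature, then given fluorogenic substrate HMU-PC0 (9 uM final) for 60 minutes at 37 °C; a pH 10 stop preceded fluorescence reading at Ex 386/Em 447 nm.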
TSG101-PTAP inh – qHTS Assay for Iinhibitors of HIV-1 Budding by Blocking the Interaction of PTAP/TSG101; Tumor susceptibility gene 101 protein (Homo sapiens), Q99816; Fluorescence polarization, FITC-PTAP peptide / Tsg101 binding; Potency, µM (top dose mostly 115 µM), for inactives: top-dose activity change, negative = inhibition, actives largely listed as inhibitors; 340,000 tested, under 10 active; AID 493005, 2010; active = well fitted inhibition curve with a large enough effect in the main read-out, with a control signal flat, not every such curve was filed as active; inconclusive = small, poorly fitted or top-dose-only effect, or effect the other way, or a change in a side signal; inactive = no such curve, though single readings can be large or run the other way; also: potency is read from the fitted curve at half-maximal effect; % of control where 0% means no effect
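Tsg101 binding domain (10 uM final) was mixed with compound and a FITC-labeled PTAP peptide (50 nM final) in HEPES pH 7.5 buffer with NaCl, Tween 20, EDTA and TCEP; fluorescence polarization was read after 20 min at r.t.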
p53 reactivator – qHTS assay for re-activators of p53 using a Luc reporter | Potency, µM (top dose mostly 92.2 µM), for inactives: at the top dose activity change, positive = activation, most hits filed as activators | H1299 p53-A138V BP100-luciferase reporter, luminescence, 24 h | 320,000 compounds, 0.063% hits; also: potency is read from the fitted curve at half-maximal effect; % of control where 0% means no effect; nearly all actives have a fitted effect of over 45% in size
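p53-null H1299 cells stably carrying temperature-sensitive p53-A138V and a BP100-luciferase reporter were pinned with compounds (4-point, 1:5 series) and held 24 hrs at 37 deg C. Luminescence was read 10 min after detection reagent.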
An asterisk follows results filed as active; i = inactive; u = inconclusive; x = no result given; [ ] = dose if it differs, or a comment. Unless noted, calls follow the shape of the dose curve; as a rule, active = well fitted curve in the direction sought with a large enough effect; inconclusive = small, poorly fitted or top-dose-only effect, or another doubt; inactive = no such curve, though single readings can be large; an effect the other way counts as inactive or inconclusive.

Molecule | Integrin act MD | TRPV1 ag | USP2a inh | Eya2 inh | BRCA1 expr act | B2AR arrestin | ELG1 genotoxic | uPA generation | TSG101-PTAP inh | p53 reactivator | S-ASM inh
COc1ccc(OCCNC(=O)CSc2ccc(C(F)(F)F)cc2[N+](=O)[O-])cc1 | 8% | 3 | 1% | -4% | -18% | -2.2% | 1% | 5% | -11% | 2% | -1%
CCOC(=O)CCSc1nc(C)cc(C(F)(F)F)c1C#N | 27% | 25 | 3% | u | 3% | -0.2% | 0% | 7% | u | 0% | -8%
Cc1ccc(S(=O)(=O)NCCC(=O)Nc2ccc(S(=O)(=O)NC(C)C)cc2)cc1 | -10% | -2 | 0% | 8% | -23% | -0.2% | 1% | -10% | -8% | 4% | 1%
CNCCNC[C@H](Cc1cccc2ccccc12)NCCc1ccccc1 | -20% | x | 0% | -19% | 12% | 0.1% | 4% | 8% | x | 1% | 0%
Cc1cc(/C=N/NC(=O)c2ccc(CN3CCOCC3)cc2)c(C)n1-c1ccccc1 | 9% | 1 | 0% | 10% | 1% | 0.0% | u | x | -7% | 6% | -1%
O/N=C1\CCCc2ccc(Cl)cc21 | -10% | -6 | 0% | -2% | -16% | -0.5% | 1% | -1% | -5% | -8% | 4%
C[C@H](CO)N1C[C@H](C)[C@@H](CN(C)C(=O)Nc2ccc3c(c2)OCO3)Oc2ccc(NC(=O)Nc3ccc4c(c3)OCO4)cc2C1=O | 37% | x | 0% | 8% | 3% | -0.1% | 3% | 20% | -14% | u | -1%
Cc1ccc(NC(=O)CCc2c(C)[nH]c(=O)c(C#N)c2C)cc1 | -24% | 0 | 2% | -2% | -6% | 0.1% | 2% | 2% | -3% | -10% | -12%
Cn1c(N)c(C(=O)COC(=O)CSc2ccc(Cl)cc2)c(=O)n(C)c1=O | 10% | 2 | 2% | -10% | -10% | -0.9% | 0% | -1% | -4% | -11% | x
O=C(N/N=C/c1cccnc1)c1sc2ccccc2c1Cl | -27% | u | 2% | 2% | -12% | 0.3% | 8% | 3% | -5% | u | -4%
Cc1ccc2c(c1)N(C)/C(=C/c1cccc[n+]1C)S2 | -61%[inhibitor] | 4 | 1% | 5% | -70% | 3.9% | 1% | -11% | -3% | 13% | -3%
CCCC1=C(C(=O)OCC)C(c2cccs2)n2ncnc2N1 (stereo not given) | u | 7 | -5% | -24% | -14% | -0.6% | -2% | 15% | -15% | 10% | 86%[activator]
CCCCn1c(NC(=O)c2ccco2)c(S(=O)(=O)c2ccc(C)cc2)c2nc3ccccc3nc21 | 11% | 3 | -1% | -10% | -39% | 0.2% | -2% | 1% | 2% | 3% | i
Cc1ccc(NC(=O)N/C=C/c2ccc(Cl)cc2)cc1 | -5% | x | -1% | -19% | 26% | -0.2% | -2% | 2% | 2% | 10% | -2%
O=C1c2cccc3cccc(c23)C(=O)N1CCCSc1ncn[nH]1 | 7% | 5 | 0% | -9% | 19% | 0.3% | 1% | 5% | -3% | 5% | 4%
CC(=O)c1cccc(N=Cc2c(O)ccc3ccccc23)c1 | 11% | -1 | 0% | 8% | -13% | -0.4% | 0% | -5% | 0% | 2% | 0%
CC(=O)N1N=C(c2ccco2)CC1c1ccc(Br)cc1 (stereo not given) | -20% | 3 | 2% | -2% | 49% | -0.6% | 7% | -3% | -7% | 20% | 5%
Cc1nnc(SCC(=O)N(C(C)C)C(C)C)nc1C | -13% | -1 | 2% | 2% | -10% | -0.4% | -1% | -1% | -3% | 0% | 3%
CCOP(=O)(OCC)C(NC(=O)Nc1ccc(Cl)cc1)C(N)=O (stereo not given) | 6% | 0 | 4% | -2% | 19% | -0.9% | 5% | 0% | 2% | 6% | x
CCN(CC)CCNC(=O)C1c2ccccc2C(=O)N(CCOC)C1c1ccc(F)cc1 (stereo not given) | 27% | -1 | -2% | 8% | 4% | 0.2% | 0% | 4% | -5% | -6% | 7%
COc1ccc(/C(C)=N/Nc2nccnc2Cl)cc1 | -24% | 21 | 0% | 3% | 4% | -0.1% | u | u | -7% | u | 6%
COC(=O)c1ccc(C(NC(=O)c2cccnc2)NC(=O)c2cccnc2)cc1 | 15% | -3 | 1% | 4% | 2% | -0.2% | 18% | -1% | -5% | -2% | -2%
COC(=O)Nc1c(-c2ccccc2)nc2ccc(C)cn12 | 25% | 3 | 1% | 13% | 5% | -0.1% | 1% | 1% | 2% | -4% | 4%
C[C@@H]1CN([C@@H](C)CO)C(=O)c2cc(NC(=O)CCN3CCOCC3)ccc2O[C@@H]1CN(C)C(=O)Nc1ccccc1 | 12% | x | 3% | 24% | 1% | 0.0% | 0% | 9% | -1% | 5% | 5%
CCC(C(=O)NC(C)(C)C)N(C(=O)Cn1nnc(-c2ccccc2F)n1)c1cccc2c1CCCC2 (stereo not given) | 15% | 23 | 4% | u | -18% | 0.6% | 2% | x | 53%[activator] | 14% | 4%
NN=C1c2ccccc2-c2ccc(N)cc21 | -3% | x | x | x | 0% | x | x | 7% | 1% | x | -9%
CCN(CC(=O)Nc1ccccc1OC)C(=O)COc1ccc2ccccc2c1 | -2% | u | 0% | -6% | -34% | 0.1% | 1% | 19% | -5% | -11% | -3%
O=C(O)CN1C(=O)NC2NC(=O)NC21 (stereo not given) | 9% | -2 | 3% | -4% | 5% | 0.2% | 2% | 8% | -6% | -9% | 0%
C[N+](C)(C)CCOC(=O)CCC(=O)OCC[N+](C)(C)C | x | x | x | 1% | -29% | x | x | 2% | 0% | x | 3%
COc1ccc(N2CCN(C(=O)COc3ccc(Cl)cc3Cl)CC2)cc1 | u | 4 | -3% | -19% | -22% | 0.4% | -3% | -4% | -3% | 0% | -15%

5 entries drawn at random from those above:
Molecule | Integrin act MD | TRPV1 ag | USP2a inh | Eya2 inh | BRCA1 expr act | B2AR arrestin | ELG1 genotoxic | uPA generation | TSG101-PTAP inh | p53 reactivator | S-ASM inh
Cc1nnc(SCC(=O)N(C(C)C)C(C)C)nc1C | -13% | -1 | 2% | 2% | -10% | -0.4% | -1% | -1% | -3% | 0% | 3%
O=C(O)CN1C(=O)NC2NC(=O)NC21 (stereo not given) | 9% | -2 | 3% | -4% | 5% | 0.2% | 2% | 8% | -6% | -9% | 0%
NN=C1c2ccccc2-c2ccc(N)cc21 | -3% | x | x | x | 0% | x | x | 7% | 1% | x | -9%
CCN(CC(=O)Nc1ccccc1OC)C(=O)COc1ccc2ccccc2c1 | -2% | u | 0% | -6% | -34% | 0.1% | 1% | 19% | -5% | -11% | -3%
CC(=O)N1N=C(c2ccco2)CC1c1ccc(Br)cc1 (stereo not given) | -20% | 3 | 2% | -2% | 49% | -0.6% | 7% | -3% | -7% | 20% | 5%

The list goes on:
Molecule | Integrin act MD | TRPV1 ag | USP2a inh | Eya2 inh | BRCA1 expr act | B2AR arrestin | ELG1 genotoxic | uPA generation | TSG101-PTAP inh | p53 reactivator | S-ASM inh
CCOc1ccc(C2C(C(=O)c3ccc(C)o3)=C(O)C(=O)N2c2cc(C)on2)cc1OC (stereo not given) | 7% | -2 | 5% | -11% | 9% | 0.5% | 0% | -2% | -1% | -1% | 5%
COc1ccc(N(C(=O)c2ccco2)C(C(=O)NC2CCCC2)c2ccc(C)cc2)c(OC)c1 (stereo not given) | -19% | 6 | 0% | 3% | -11% | 0.2% | 0% | 10% | 1% | -6% | 7%
Cc1cc(OC(=O)c2c(C)cc(O)cc2O)cc(O)c1C(=O)O | -2% | 5 | 3% | 7% | -11% | -2.1% | -1% | -4% | -5% | 3% | -5%
COc1cc2[nH]c(=O)n(CCCCCC(=O)NCCc3c[nH]c4ccccc34)c(=O)c2cc1OC | 12% | -2 | 12% | -21% | -42% | -0.2% | -8% | 3% | -1% | -4% | -1%
Cn1cccc1/C=N/NC(=O)c1sc2cc(Cl)ccc2c1Cl | x | 2 | 1% | -5% | x | -0.5% | 11% | x | x | 1% | x
c1ccc(COc2ccc(Nc3ncnc4nc[nH]c34)cc2)cc1 | -17% | u | 4% | 0% | 55% | -0.1% | u | u | -4% | u | -3%

Source: PubChem
